Bfl-1 displacement = displacement of Bid BH3 peptide from Bfl-1 – biochemical, fluorescence polarization, FITC-Bid, mouse, primary screen (AID 432); FITC-Bid BH3 peptide fluorescence polarization displacement; higher % means a stronger effect; displacement, % at 20 µM; hits with a dose series show IC50 in µM; hit rate 0.02% among 64,000; in the data active = a potency from the dose series; inactive = the rest, 99 in 100 with displacement below about 15%; note: strong numbers were not always called active
HPDE-C7 viability = cytotoxicity in HPDE-C7 cells, cell-based, fluorescence, HTS (AID 430) | HPDE-C7 pancreatic duct cells viability, fluorescence; higher % means a stronger effect | hit rate 1.8% among 63,000 | cytotoxicity, % at 10 µM, or EC50 in µM where a hit was titrated;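 note: cells exposed to compound for 48 hours before viability readout; 0% = vehicle and 100% = reference cytotoxic drug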
Alkaline phosphatase = inhibition of tissue-nonspecific alkaline phosphatase – biochemical, luminescent (AID 518); hit rate 0.09% among 64,000; inhibition, % at 20 µM; hits with a dose series show IC50 in µM; purified TNAP enzyme, luminescent substrate readout; higher % means a stronger effect; in the data active = a potency from the dose series; inactive = the rest, 99 in 100 with inhibition below about 22%;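 note: plate controls were vehicle for no effect and reference inhibitor for full effect; many of its hits are not listed in these tables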
DPM-DC inhibit = S. pneumoniae DPM-DC inhibition. purified DPM-DC, PK/LDH coupled NADH fluorescence. calls only at 10 µM. hit rate 0.49% among 65,000. AID 556;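 active = the 320 compounds with the highest percent inhibition in the single-dose primary screen, excluding strongly autofluorescent ones, cut at about 32% in these data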;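 note: kinetic rate of NADH fluorescence loss reporting ADP formed by the decarboxylase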
Spn MK inh = blocks S. pneumoniae mevalonate kinase; purified MK, PK/LDH-coupled NADH absorbance 340 nm; inhibition, % at 10 µM; hit rate 0.48% among 65,000; AID 555;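 active = ranked among the strongest by inhibition in the single 10 µM screen, a fixed top-ranked set picked for dose follow-up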; note: no value below 0 was filed
HPDE-C7K KRASV12 = viability loss of HPDE-C7K cells – cell-based, fluorescence, HTS, primary screen (AID 431); HPDE-C7K KRASV12 cells, Alamar Blue viability, 48 h; higher % means a stronger effect; one-dose cytotoxicity, % at 10 µM; EC50 in µM for titrated hits; hit rate 1.7% among 63,000;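 active = compounds whose percent cytotoxicity in the single-dose primary screen, scaled between solvent and toxic-drug controls, exceeds 50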;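 note: 0% = DMSO solvent wells and 100% = doxorubicin-treated wells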
HT1080 viability = HT1080 cell viability loss – fluorescence readout (AID 620). HT1080 viability, fluorescence; higher % means a stronger effect. cytotoxicity, % at 10 µM; hits with a dose series show EC50 in µM. hit rate 0.42% among 87,000;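 note: cells exposed to compound overnight then 4 h with Alamar Blue; 0% = vehicle DMSO and 100% = killing control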
PMK inhibit = S. pneumoniae PMK inhibition | purified PMK, PK/LDH-coupled NADH absorbance 340 nm | inhibition, % at 10 µM | hit rate 0.49% among 65,000 | AID 539;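 active = top-ranked compounds by inhibition in the single 10 µM screen, taking a fixed number of the strongest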;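 note: 0% = full reaction with DMSO carrier and 100% = background rate without enzyme reaction; no value below 0 was filed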
LYP phosphatase = inhibition of human PTPN22 tyrosine phosphatase – biochemical, DiFMUP fluorescence, recombinant catalytic domain, 10 µM, primary screen (AID 606); recombinant LYP catalytic domain, DiFMUP fluorescence; higher % means a stronger effect; one-dose inhibition, % at 10 µM; IC50 in µM for titrated hits; 52,000 tested, under 10 active;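 active = IC50 under 40 µM in the dose-response test; inactive = IC50 of 40 µM or more, or never dose-tested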
PMK inhibit pilot replicates = also measured in PMK inhibit; calls as there; inhibition, %; measured here: pilot screen replicates
Spn MK inh pilot replicates = recorded beside Spn MK inh, whose call it bears; inhibition, %; measured here: pilot screen replicates
DPM-DC inhibit pilot screen % = further read-out of DPM-DC inhibit, marked with its call; inhibition, %; measured here: pilot screen trials
Active calls of the source: *; i = inactive; nt = not tested or not shown; + = active, no number. Cut-off read from the data, not from the text of the source, unless noted: active = cytotoxicity above about 50%; inactive = the rest.

SMILES | Bfl-1 displacement | HPDE-C7 viability | Alkaline phosphatase | DPM-DC inhibit | Spn MK inh | HPDE-C7K KRASV12 | HT1080 viability | PMK inhibit | LYP phosphatase | others
COc1c(F)c(F)c(C(=O)Nc2ccc(NC(=O)c3ccco3)cc2)c(F)c1F | -6% | 5% | 12% | i | 10 | 27% | 4% | 12 | 0%
O=c1oc2c(CN3CCCCC3)c(O)ccc2c2c1CCCCC2 | 4% | -18% | 11% | nt | 2 | -11% | -9% | 0 | nt
O=C(NCc1ccccn1)c1cc(-n2cnnc2)ccc1Cl | -3% | 12% | 18% | i | 0 | 21% | 0% | 0 | -2% | PMK inhibit pilot replicates=5.0;Spn MK inh pilot replicates=2.0;DPM-DC inhibit pilot screen %=0.0
Cc1cc(NC(=O)CCC(=O)N(c2ccccc2)C2(C(=O)NC3CCCCC3)CCCC2)no1 | -12% | -8% | 12% | i | 13 | 3% | -6% | 12 | -1%
CCC(C)(C)NC(=O)C(c1ccncc1)N(Cc1cccs1)C(=O)Cn1nnc2ccccc21 (stereo not given) | -2% | -10% | 3% | i | 0 | -17% | -5% | 7 | 6%
COc1ccc(NC(=O)CSc2nnc(-c3ccccc3C)n2N)cc1 | -2% | -3% | 28% | i | 12 | 9% | -4% | 17 | 11%
CCn1c(=NC(=O)c2ccc(N3C(=O)CCC3=O)cc2)sc2c(OC)ccc(OC)c21 | -5% | -4% | 6% | i | 3 | 5% | 3% | 13 | -1%
CC1(C(=O)NC2CCCC2)CCC(=O)N1Cc1cccs1 (stereo not given) | 0% | -9% | -4% | i | 0 | -4% | 1% | 12 | 4%
O=C(Nc1ccc(NC(=O)C2CC2)nc1)c1ccncc1 | -4% | 0% | 10% | i | 10 | -4% | 12% | 11 | nt
CC(=O)c1c(C)cc(C)c(CSc2nc(C)cc(=O)[nH]2)c1C | -4% | 51%* | 7% | i | 5 | 39% | 3% | 7 | 15%
COc1ccc(N=C2CCCN2CC(N)=O)cc1 | -3% | 9% | -3% | i | 9 | 11% | 8% | 12 | 14%
O=C(CNC(=O)Cn1ccc2ccccc2c1=O)NCCCN1CCCCCC1 | -5% | -10% | -1% | i | 8 | -20% | 3% | 0 | -3%
O=C(Nc1cccc2ccccc12)N1CCN(c2ccc(F)cc2)CC1 | -2% | -5% | 8% | i | 9 | -11% | 0% | 4 | 0%
CN(C)CCNC(CC(=O)Nc1ccc(Cl)c(Cl)c1)C(=O)O (stereo not given) | -3% | 2% | -1% | i | 4 | -12% | 0% | 7 | 3%
CCOC(=O)c1ccc(COC(=O)CNC(=O)CNC(=O)c2ccc(OC)cc2)o1 | -4% | 3% | -7% | i | 10 | 0% | 4% | 10 | 6%
Cn1c(CCNC(=O)C(C)(C)C)nc2ccccc21 | -7% | -18% | 6% | i | 4 | -9% | -1% | 1 | 0%
COc1cc(S(=O)(=O)NCc2ccccc2)ccc1F | -5% | -6% | 9% | i | 0 | 8% | nt | 0 | 5%
COc1ccc(OCCC(=O)Nc2cc(C)on2)cc1 | -3% | -1% | 9% | i | 15 | 1% | -2% | 14 | 17%
CCCOc1ccc(/C(O)=C2/C(=O)C(=O)N(CCN(C)C)C2c2ccncc2)cc1 (stereo not given) | 19% | 2% | 4% | i | 1 | 0% | -16% | 26 | 2%
CC(C)N(Cc1nc(-c2ccccc2)no1)C(=O)CSc1ccccc1 | 5% | -1% | 7% | i | 9 | -1% | -3% | 0 | 11%

Brought forward from above: 2 compounds, then new ones.
SMILES | Bfl-1 displacement | HPDE-C7 viability | Alkaline phosphatase | DPM-DC inhibit | Spn MK inh | HPDE-C7K KRASV12 | HT1080 viability | PMK inhibit | LYP phosphatase | others
CCCOc1ccc(/C(O)=C2/C(=O)C(=O)N(CCN(C)C)C2c2ccncc2)cc1 (stereo not given) | 19% | 2% | 4% | i | 1 | 0% | -16% | 26 | 2%
CC(C)N(Cc1nc(-c2ccccc2)no1)C(=O)CSc1ccccc1 | 5% | -1% | 7% | i | 9 | -1% | -3% | 0 | 11%
CCc1cc(-c2n[nH]c(C)c2-c2nc3ccccc3n2C)c(O)c(CN2CCN(C)CC2)c1O | -7% | -2% | -8% | i | 5 | 6% | -9% | 10 | -4%
O=S(=O)(c1cccc(-c2cn3cccnc3n2)c1)N1CCCCCC1 | -8% | -1% | 18% | nt | 5 | 0% | -8% | 12 | 3%
COC(=O)c1ccc(CSc2nc3c(cnn3-c3ccc(C)c(C)c3)c(=O)[nH]2)o1 | 2% | 4% | 11% | i | 0 | 8% | 4% | 6 | nt | PMK inhibit pilot replicates=0.5;Spn MK inh pilot replicates=0.5;DPM-DC inhibit pilot screen %=0.0
COc1ccc(-c2coc3c(CN4CCCCC4)c(O)c(CN4CCCCC4)c(O)c3c2=O)cc1 | 5% | 53%* | 8% | i | 0 | 55%* | -1% | 26* | -7% | PMK inhibit pilot replicates=+;Spn MK inh pilot replicates=0.0;DPM-DC inhibit pilot screen %=2.5
COc1cc(OC)c2c(C)c(Cl)c(=O)oc2c1 | 2% | 4% | 11% | nt | 0 | 6% | 8% | 9 | 6%
COc1cc2c(cc1OC)C(C(=O)NCc1ccco1)C(c1cccs1)N(C)C2=O (stereo not given) | -4% | nt | -2% | i | 6 | nt | 1% | 2 | 5%
Cc1ccc(/C(O)=C2\C(=O)C(=O)N(c3cc(C)on3)C2c2cccc(Br)c2)cc1 (stereo not given) | -5% | 50% | 10% | i | 1 | 48% | 0% | 16 | 14%
CC(C)CCN1CC(C(=O)NCCC2=CCCCC2)CC1=O (stereo not given) | -11% | -12% | -13% | i | 0 | -2% | 34% | 21 | 5%
Cc1ccc(C2CC(=O)NC(SCCC(C)C)=C2C#N)cc1 (stereo not given) | -2% | 7% | 7% | i | 4 | 16% | -2% | 10 | -2%
COc1ccc(-c2cc(NCCc3ccncc3)n3ncnc3n2)cc1 | 8% | -12% | 4% | i | 4 | -4% | 3% | 0 | -11%
COc1ccc(OCCSc2nnc(-c3ccoc3C)n2C)cc1 | -2% | 6% | 6% | i | 3 | 3% | 24% | 7 | 10%
C=CCn1c(=O)c2c(C)c(C)sc2n2c(Nc3ccccc3)nnc12 | 2% | 0% | 5% | i | 1 | 7% | 4% | 9 | 8%
CCOC(=O)C1CCN(CC(=O)c2c(C)[nH]c3ccccc23)CC1 | -1% | -11% | 11% | i | 3 | 2% | 1% | 3 | 9% | PMK inhibit pilot replicates=6.0;Spn MK inh pilot replicates=5.5;DPM-DC inhibit pilot screen %=1.0
CCCOc1ccc(N2C(=O)CC(N3CCC(O)(c4cccc(C(F)(F)F)c4)CC3)C2=O)cc1 (stereo not given) | 3% | -7% | 8% | i | 7 | -6% | 5% | 14 | 10%
CN1CCC(N(C)C(=O)c2ccccc2Nc2ccc(SC(F)F)cc2)CC1 | 5% | -5% | 9% | i | 0 | -5% | 5% | 10 | 12%
CCOC(=O)c1ccc(NC(=O)CSc2nnc(-c3ccncc3)n2C)cc1 | 3% | -25% | -6% | i | 7 | -11% | 3% | 8 | -2%
O=C(NCc1ccco1)C1CCN(C(=O)c2cc3sccc3n2Cc2ccc(F)cc2)CC1 | 0% | -7% | 5% | i | 11 | -6% | 10% | 10 | 2% | PMK inhibit pilot replicates=1.0;Spn MK inh pilot replicates=0.0;DPM-DC inhibit pilot screen %=0.0
Cc1nn(S(=O)(=O)N(C)C)c(C)c1CN1C(=O)c2ccccc2C1=O | -3% | nt | 3% | i | 10 | nt | -5% | 4 | 8%
CCC(C)n1c(SCC(=O)NC(=O)Nc2ccc3c(c2)OCCO3)nc2ccccc2c1=O (stereo not given) | -11% | -1% | 16% | i | 7 | 0% | -8% | 5 | nt
CC1(C(=O)CSc2n[nH]c(-c3ccccc3Cl)n2)CCC(=O)O1 (stereo not given) | 0% | 1% | 28% | i | 0 | -4% | 0% | 0 | 5%
Cc1cc2nc(C)c(Cc3ccccc3)c(=O)n2[nH]1 | -7% | -19% | 13% | i | 2 | -10% | 2% | 0 | -5%
CCOc1ccc(Cc2nc(C)c(CC(=O)N3CCOCC3)c(=O)[nH]2)cc1 | 0% | -19% | 5% | i | 7 | -14% | 11% | 6 | 0%
O=C(c1cccs1)N1CCc2ccccc21 | -8% | -1% | 7% | i | 8 | -18% | 18% | 7 | 2% | PMK inhibit pilot replicates=5.0;Spn MK inh pilot replicates=0.0;DPM-DC inhibit pilot screen %=4.0
CS(=O)(=O)N(CC(=O)Nc1ccc2c(c1)OCO2)c1ccccc1 | -4% | 1% | 10% | i | 3 | -2% | 23% | 16 | 8%
CSc1nc(C)cc(-n2ccc(=O)[nH]c2=O)n1 | -3% | 6% | 4% | i | 16 | 3% | 6% | 7 | -8%
Cc1cc2oc(=O)cc(CN3CCN(Cc4ccc5c(c4)OCO5)CC3)c2cc1C | 3% | -21% | 16% | i | 1 | -8% | 0% | 13 | 14% | PMK inhibit pilot replicates=4.0;Spn MK inh pilot replicates=0.0;DPM-DC inhibit pilot screen %=2.0
Cc1c(-c2ccccc2)oc2nc3c(c(=O)n(C)c(=O)n3C)n12 | -6% | -2% | 10% | i | 12 | 4% | -2% | 14 | 3%
Cc1ccc(Cc2nc(-c3cccc(C)c3)no2)cc1 | -6% | -2% | 8% | i | 9 | -6% | 3% | 7 | 7%
Cc1onc(-c2ccccc2)c1C(=O)Nc1sc2c(c1C#N)CCC(C)C2 (stereo not given) | -8% | 2% | -9% | i | 10 | -4% | nt | 0 | -2%
O=C(NCc1ccco1)C(c1ccco1)N(CCc1ccccc1)C(=O)Cn1nnc2ccccc21 (stereo not given) | -2% | 0% | 13% | i | 0 | 1% | -23% | 15 | 0%
CCCC(=O)Nc1ccccc1NC(=O)CCC | 0% | 8% | 16% | i | 7 | 22% | 9% | 0 | -11% | PMK inhibit pilot replicates=5.5;Spn MK inh pilot replicates=1.0;DPM-DC inhibit pilot screen %=0.0
Cc1nc2sc(C(c3ccccc3)N3CCN(C(=O)c4ccco4)CC3)c(O)n2n1 (stereo not given) | nt | nt | nt | i | 8 | nt | 9% | 10 | 10%
O=C(OCC#CCSc1nnc(-c2ccncc2)o1)c1cccs1 | -4% | 2% | 15% | i | 10 | 15% | 0% | 11 | -5% | PMK inhibit pilot replicates=3.0;Spn MK inh pilot replicates=1.0;DPM-DC inhibit pilot screen %=0.5
CCOc1cc(C2/C(=C(/O)c3ccc(OC(C)C)cc3)C(=O)C(=O)N2CCCOC)ccc1O (stereo not given) | -5% | -1% | 16% | i | 11 | 10% | 9% | 11 | -10% | PMK inhibit pilot replicates=4.5;Spn MK inh pilot replicates=1.0;DPM-DC inhibit pilot screen %=0.5
Cc1cc(NC(=O)CC(CN(C)S(=O)(=O)c2ccccc2)c2ccccc2)no1 (stereo not given) | 9% | -3% | 10% | i | 0 | 3% | 3% | 3 | -8%

By substructure: the entries above with a cyano group (2)
SMILES | Bfl-1 displacement | HPDE-C7 viability | Alkaline phosphatase | DPM-DC inhibit | Spn MK inh | HPDE-C7K KRASV12 | HT1080 viability | PMK inhibit | LYP phosphatase | others
Cc1ccc(C2CC(=O)NC(SCCC(C)C)=C2C#N)cc1 (stereo not given) | -2% | 7% | 7% | i | 4 | 16% | -2% | 10 | -2%
Cc1onc(-c2ccccc2)c1C(=O)Nc1sc2c(c1C#N)CCC(C)C2 (stereo not given) | -8% | 2% | -9% | i | 10 | -4% | nt | 0 | -2%

Screening data: PubChem, several laboratories
